TcdB inh: TcdB glycohydrolase inhibitors, primary screen, biochemical, single point, plate reader; TcdB glycohydrolase enzymatic assay; AID 652162, 2013; inhibition, % at 9.99 µM; 350,000 tested, 0.24% active; Toxin B (Clostridioides difficile), P18177; in the data active means inhibition above about 10%
* hit, by the source's call; & = joins results of further samples. Only part of the results is shown, so the mix of outcomes need not match the whole.

The opening 3 entries, ahead of the listing:
SMILES	TcdB inh
C[C@H](CO)N1C[C@H](C)[C@@H](CN(C)Cc2ccc(F)cc2)Oc2ncc(C#CCN(C)C)cc2C1=O	-0.6
O=C(O)[C@H]1[C@H](CO)[C@H]2Cn3c(ccc(-c4ccccc4F)c3=O)[C@@H]1N2C(=O)c1cccnc1	0.1
CCCC(=O)N1CCC2(CC1)CN(C(=O)CC1CC1)[C@H](CO)c1c2c2ccc(OC)cc2n1C	-0.5

Main list, from the start:
SMILES	TcdB inh
C[C@H](CO)N1C[C@H](C)[C@@H](CN(C)Cc2ccc(F)cc2)Oc2ncc(C#CCN(C)C)cc2C1=O	-0.6
O=C(O)[C@H]1[C@H](CO)[C@H]2Cn3c(ccc(-c4ccccc4F)c3=O)[C@@H]1N2C(=O)c1cccnc1	0.1
CCCC(=O)N1CCC2(CC1)CN(C(=O)CC1CC1)[C@H](CO)c1c2c2ccc(OC)cc2n1C	-0.5
COc1ccc(CN(C)C[C@@H]2OCCCC[C@H](C)Oc3ccc(NC(=O)NC4CCCCC4)cc3C(=O)N([C@@H](C)CO)C[C@@H]2C)cc1	-0.3
CCCNC(=O)N1CC2(C1)[C@H](c1ccccc1)[C@@H](CO)N2CC1CC1	0.7
CO[C@@H]1CN(C)C(=O)c2ccc(NS(=O)(=O)c3ccc(C)cc3)cc2OC[C@H](C)N(C)C[C@H]1C	1.4
C[C@H](CO)N1C[C@H](C)[C@H](CN(C)C(=O)Nc2cccc3ccccc23)Oc2c(NS(=O)(=O)c3ccccc3)cccc2C1=O	-1.6
CN(C)C(=O)c1ccc(-c2ccccc2[C@H]2[C@@H](C#N)N(C(=O)C3CC3)[C@@H]2CO)cc1	-0.6
O=C(N[C@H]1CC[C@H](CCNS(=O)(=O)c2cccc(Cl)c2)O[C@H]1CO)c1ccccc1	0.1
C[C@H](CO)N1C[C@H](C)[C@H](CN(C)CC2CCCCC2)Oc2ccc(NC(=O)Cc3ccccc3)cc2CC1=O	-0.7
C[C@H]1CN([C@@H](C)CO)C(=O)c2cc(C3=CCCCC3)cnc2O[C@@H]1CN(C)Cc1ccccc1F	0.8
COC(=O)C[C@H]1CC[C@@H](NC(=O)C2CC2)[C@@H](CO)O1	-0.6
C[C@H]1CN([C@@H](C)CO)C(=O)c2cc(C#Cc3ccccn3)cnc2O[C@@H]1CN(C)C(=O)c1ccccn1	-1.4
CNC[C@H]1Oc2ccc(NC(=O)Nc3c(C)noc3C)cc2C(=O)N([C@@H](C)CO)C[C@H]1C	-0.4
COCC#Cc1cnc2c(c1)C(=O)N([C@@H](C)CO)C[C@@H](C)[C@@H](CN(C)C(=O)Cc1ccccc1)O2	-0.5
CCC(=O)Nc1ccc2c(c1)C(=O)N(C)[C@@H]1CC[C@@H](CC(=O)NCCCN(C)C)O[C@H]1CO2	-0.1
CO[C@@H]1CN(C)C(=O)c2ccc(NC(C)=O)cc2OC[C@H](C)N(C(=O)c2cnccn2)C[C@@H]1C	-0.2
CO[C@H](CN(C)S(=O)(=O)c1ccccc1)[C@H](C)CN(C(=O)Nc1ccccc1F)[C@H](C)CO	0.0
COCc1cn(CC[C@@H]2CC[C@@H](NC(=O)Nc3ccc4c(c3)OCO4)[C@@H](CO)O2)nn1	-0.7&-0.7
N#C[C@H]1N[C@H](CO)[C@H]1c1ccc(C#Cc2ccc(F)cc2)cc1	-0.6
Cc1noc(C)c1NC(=O)Nc1ccc2c(c1)C(=O)N([C@H](C)CO)C[C@H](C)[C@@H](CN(C)C(=O)Nc1ccc(C(F)(F)F)cc1)OCCCC[C@@H](C)O2	0.2
COCCOC(=O)N1C(=O)[C@@]2(c3cc(C#CCNC(N)=O)ccc31)[C@H](C(N)=O)[C@H]1C(=O)O[C@H](c3ccccc3)[C@H](c3ccccc3)N1[C@@H]2c1ccccc1OCCO	-1.6
Cc1ccc(S(=O)(=O)N(C)C[C@@H]2Oc3c(NC(=O)C4CCOCC4)cccc3C(=O)N([C@@H](C)CO)C[C@@H]2C)cc1	-0.8
COc1ccc(N2CCN(C(=O)C3CCN(S(=O)(=O)c4ccc5c(c4)CC(C)N5C(=O)C4CC4)CC3)CC2)cc1 (configuration not stated)	-1.0
CC(C)CC#Cc1cnc2c(c1)C(=O)N([C@H](C)CO)C[C@H](C)[C@@H](CN(C)C(=O)c1ccc(F)cc1)O2	0.8
CC(C)C#Cc1ccc([C@@H]2[C@@H](C#N)N(C(=O)C3CCOCC3)[C@H]2CO)cc1	-0.4
Cc1noc(C)c1S(=O)(=O)Nc1ccc2c(c1)C(=O)N([C@H](C)CO)C[C@@H](C)[C@@H](CN(C)S(=O)(=O)c1ccccc1)O2	1.4
C[C@H]1CN([C@@H](C)CO)S(=O)(=O)c2ccc(C3=CCCCC3)cc2O[C@@H]1CN(C)S(=O)(=O)c1ccc(F)cc1	-0.6
CCC(=O)N1[C@@H](CO)[C@H](c2ccccc2)C12CN(C(=O)c1ccc(F)cc1)C2	-0.5
C[C@@H]1CN([C@@H](C)CO)C(=O)c2cc(NC(=O)Cc3cn(C)c4ccccc34)ccc2O[C@@H]1CN(C)C	-8.7
COc1ccc(CN(C)C[C@@H]2Oc3ccc(NS(=O)(=O)c4c(C)noc4C)cc3C(=O)N([C@H](C)CO)C[C@H]2C)cc1	0.6
Cc1ccc(S(=O)(=O)N(C)C[C@@H]2Oc3ccc(NC(=O)CCCCCC(=O)Nc4ccccc4N)cc3C(=O)N([C@H](C)CO)C[C@H]2C)cc1	-0.7
C[C@H](CO)N1C[C@H](C)[C@H](CN(C)C(=O)CC2CC2)Oc2ncc(C#C[C@@H](C)O)cc2C1=O	-0.2
COc1ccc(S(=O)(=O)Nc2ccc3c(c2)C(=O)N([C@H](C)CO)C[C@@H](C)[C@H](CN(C)Cc2ccc(C(F)(F)F)cc2)OCCCC[C@H](C)O3)cc1	-0.2
CCCNC(=O)[C@@H]1[C@@H](CO)[C@@H]2Cn3c(cccc3=O)[C@@H]2N1C	0.0
COc1ccccc1NC(=O)N(C)C[C@H]1Oc2ncc(C#CC(C)C)cc2C(=O)N([C@H](C)CO)C[C@H]1C	1.0

Some values from the list:
TcdB inh, CCC(=O)N1[C@@H](CO)[C@H](c2ccccc2)C12CN(C(=O)c1ccc(F)cc1)C2 reads -0.5
TcdB inh, C[C@H]1CN([C@@H](C)CO)S(=O)(=O)c2ccc(C3=CCCCC3)cc2O[C@@H]1CN(C)S(=O)(=O)c1ccc(F)cc1 reads -0.6

New compounds follow.
SMILES	TcdB inh
Cc1noc(C)c1NC(=O)Nc1ccc2c(c1)C(=O)N([C@H](C)CO)C[C@H](C)[C@@H](CN(C)C(=O)NC(C)C)OCCCC[C@H](C)O2	-1.1
N#C[C@H]1N[C@H](CO)[C@H]1c1ccc(C#Cc2ccccc2F)cc1	-0.5
CCNC(=O)[C@@H]1[C@@H](CO)[C@@H]2Cn3c(ccc(-c4ccc(F)cc4)c3=O)[C@@H]2N1C	0.3
C[C@@H]1CN([C@@H](C)CO)C(=O)c2cccc(N(C)C)c2O[C@@H]1CN(C)S(=O)(=O)c1ccc(F)cc1	0.2
CN1C(=O)c2cc(NC(=O)c3ccc(F)cc3)ccc2OC[C@H]2O[C@@H](CC(=O)NCC3CCCCC3)CC[C@H]21	-1.3
COc1ccccc1-c1ccccc1[C@@H]1[C@@H](C#N)N(C(=O)C2CC2)[C@H]1CO	0.4
Cc1ccc(S(=O)(=O)Nc2ccc3c(c2)C(=O)N([C@@H](C)CO)C[C@H](C)[C@@H](CN(C)Cc2ccc(C(=O)O)cc2)O3)cc1	0.7
C[C@H]1CN([C@@H](C)CO)C(=O)c2cc(NC(=O)C3CC3)ccc2O[C@H]1CN(C)C(=O)NC1CCCCC1	1.0
COCC(=O)N(C)C[C@H]1Oc2cc(-c3ccc(C)cc3)ccc2S(=O)(=O)N([C@H](C)CO)C[C@@H]1C	2.5
O=C(N[C@H]1CC[C@H](CCNS(=O)(=O)c2ccc(F)cc2)O[C@@H]1CO)C1CCCC1	0.0
C[C@H]1CN([C@@H](C)CO)C(=O)c2cc(N(C)C)ccc2O[C@@H]1CN(C)C(=O)Nc1ccc(F)cc1	-1.8
C[C@@H]1CN([C@H](C)CO)C(=O)c2cc(-c3ccccc3F)cnc2O[C@@H]1CN(C)Cc1cccc(C(=O)O)c1	-4.6
CCCN1[C@@H]2Cn3c(ccc(-c4cccnc4)c3=O)[C@H]1[C@@H](C(=O)NC1CCCC1)[C@@H]2CO	-14
O=C(c1ccc(F)cc1)N1CCCCN2[C@H](CO)[C@H](c3ccc(-c4ccc(F)cc4)cc3)[C@H]2C1	0.4
CCNC(=O)C[C@@H]1CC[C@H]2[C@@H](COC[C@H](O)CN2C(=O)Nc2ccc3c(c2)OCO3)O1	0.7
COc1ccc(NC(=O)N(C)C[C@@H]2OCCCC[C@@H](C)Oc3ccc(NS(=O)(=O)c4ccccc4)cc3C(=O)N([C@@H](C)CO)C[C@H]2C)cc1	-0.5
N#C[C@H]1[C@@H](c2ccccc2)[C@H](CO)N1S(=O)(=O)c1ccc(-c2ccccc2)cc1	-0.8
C[C@H]1CN([C@@H](C)CO)S(=O)(=O)c2ccc(C#CC(C)(C)O)cc2O[C@@H]1CN(C)C(=O)CN(C)C	-0.2
C[C@H]1CN([C@@H](C)CO)C(=O)c2cc(C#Cc3ccc(F)cc3)cnc2O[C@H]1CN(C)CC1CCOCC1	0.1
COc1cccc(NC(=O)N2CC3(C2)[C@H](c2ccccc2)[C@@H](CO)N3C(=O)C2CCCC2)c1	0.1
CCCNC(=O)N(C)C[C@@H]1Oc2cc(-c3ccncc3)ccc2S(=O)(=O)N([C@@H](C)CO)C[C@@H]1C	-0.4
CCNC(=O)[C@@H]1[C@@H](CO)[C@@H]2Cn3c(ccc(-c4ccc(F)cc4)c3=O)[C@H]1N2C(=O)C1CC1	0.5
COc1ccc(NC(=O)Nc2ccc3c(c2)CC(=O)N([C@@H](C)CO)C[C@H](C)[C@@H](CN(C)S(=O)(=O)c2ccc(Cl)cc2)O3)cc1	-0.3
O=C(c1ccccn1)N1CC(=O)N2[C@H](CO)[C@@H](c3ccc(C#Cc4ccccc4)cc3)[C@@H]2C1	0.8
C[C@@H]1CN([C@@H](C)CO)S(=O)(=O)c2ccc(C#Cc3cccc(F)c3)cc2O[C@@H]1CN(C)C	0.5
Nc1[nH]c(C(=O)c2ccccc2)c(-c2cc(F)ccc2Br)c1C(=O)NCCc1c[nH]c2ccccc12	-0.5
COc1ccccc1CN1[C@@H](CO)[C@@H]2c3ccccc3N(C(=O)C3CCOCC3)C[C@@H]21	1.2
CC(C)NC(=O)Nc1ccc2c(c1)C(=O)N([C@H](C)CO)C[C@H](C)[C@@H](CN(C)Cc1ccncc1)OCCCC[C@@H](C)O2	1.3
C[C@@H]1CN([C@@H](C)CO)C(=O)c2cccc(NC(=O)c3nc4ccccc4s3)c2O[C@@H]1CN(C)C(=O)Nc1cccc2ccccc12	0.3
C[C@@H](NC(=O)C[C@@H]1CC[C@@H]2[C@H](COC[C@H](O)CN2Cc2cc(F)ccc2F)O1)c1ccccc1	1.3
C[C@H]1CN([C@@H](C)CO)C(=O)c2cc(NC(=O)CCC(F)(F)F)ccc2O[C@H]1CN(C)C(=O)Nc1ccc2c(c1)OCO2	-0.5
C[C@@H]1CN([C@@H](C)CO)C(=O)c2cccc(NC(=O)c3ccncc3)c2O[C@H]1CN(C)CC1CC1	-1.4
C[C@H]1CN([C@@H](C)CO)C(=O)c2cc(-c3ccncc3)cnc2O[C@@H]1CN(C)C(=O)c1ccc(F)cc1	0.2
COc1cccc(NC(=O)N(C)C[C@@H]2Oc3cc(C#Cc4ccncc4)ccc3S(=O)(=O)N([C@@H](C)CO)C[C@@H]2C)c1	-0.3
COc1ccc(NC(=O)N(C)C[C@@H]2OCCCC[C@H](C)Oc3ccc(NS(C)(=O)=O)cc3C(=O)N([C@@H](C)CO)C[C@@H]2C)cc1	-0.8
COc1ccc2c3c(n(C)c2c1)[C@H](CO)N(C(=O)Nc1ccc(F)cc1)CC31CCN(S(=O)(=O)c2cn(C)cn2)CC1	-5.5
COc1ccccc1C#Cc1cnc2c(c1)C(=O)N([C@@H](C)CO)C[C@@H](C)[C@H](CN(C)C(C)=O)O2	0.2
O=C(c1ccncc1)N1CC(=O)N2[C@H](C1)[C@H](c1ccc(/C=C/c3ccccc3)cc1)[C@@H]2CO	0.7
C[C@@H]1CN([C@@H](C)CO)C(=O)c2ccccc2-c2ccccc2CO[C@H]1CN(C)C(=O)[C@@H]1CCCN1C	-0.3
CCCNC(=O)[C@H]1[C@H](CO)[C@H]2Cn3c(ccc(-c4cccc(F)c4)c3=O)[C@@H]1N2C(=O)c1ccccn1	0.6
COc1ccc2c3c([nH]c2c1)[C@@H](CO)N(Cc1ccccc1OC)CC31CN(C)C1	-0.4
COc1cccc(NC(=O)C[C@@H]2CC[C@H]3[C@H](COc4ccc(NC(C)=O)cc4C(=O)N3C)O2)c1	-1.3
C[C@H]1CCCCO[C@H](CN(C)C(=O)NC2CCCCC2)[C@@H](C)CN([C@@H](C)CO)C(=O)c2cc(NS(=O)(=O)c3cn(C)cn3)ccc2O1	0.8
C[C@@H]1CN([C@H](C)CO)C(=O)CCCn2cc(nn2)CO[C@@H]1CN(C)S(=O)(=O)c1cccc(F)c1	0.3
COc1ccc2c3c([nH]c2c1)[C@@H](CO)N(C(=O)CN1CCOCC1)CC31CN(CC2CCCC2)C1	-0.5
CN1C(=O)c2cc(NS(=O)(=O)c3cccc(F)c3)ccc2OC[C@H]2O[C@H](CC(=O)O)CC[C@@H]21	-0.9

4 compounds from above, arranged by heavy-atom count, ascending:
SMILES	TcdB inh
CN1C(=O)c2cc(NS(=O)(=O)c3cccc(F)c3)ccc2OC[C@H]2O[C@H](CC(=O)O)CC[C@@H]21	-0.9
COc1cccc(NC(=O)C[C@@H]2CC[C@H]3[C@H](COc4ccc(NC(C)=O)cc4C(=O)N3C)O2)c1	-1.3
CCCNC(=O)[C@H]1[C@H](CO)[C@H]2Cn3c(ccc(-c4cccc(F)c4)c3=O)[C@@H]1N2C(=O)c1ccccn1	0.6
C[C@H]1CCCCO[C@H](CN(C)C(=O)NC2CCCCC2)[C@@H](C)CN([C@@H](C)CO)C(=O)c2cc(NS(=O)(=O)c3cn(C)cn3)ccc2O1	0.8

Assay outcomes (PubChem)
